# PI4K2A inh – qHTS for small molecular inhibitors of PI4K2A. Phosphatidylinositol 4-kinase type 2-alpha (Homo sapiens), Q9BTU6. purified PI4K2A, ADP-Glo luminescence, 1 h; active compounds read low. activity change, negative = inhibition, % at 76.9 µM. 420,000 compounds, 0.13% hits; in the data active = activity change below about -50%; inconclusive = mostly about -30% to -49%;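 note: -100% = wells without enzyme as full effect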
#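 In this quantitative HTS, ADP production by PI4K2A was quantified luminescently after 1 h at ambient temperature; 100 microM adenosine served as plate-quality control.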
# GLS inh – qHTS for Inhibitors of Glutaminase (GLS). Glutaminase kidney isoform, mitochondrial (Homo sapiens), O94925. GLS enzymatic activity, qHTS titration. Potency, µM (titrated, usually from 45.5 µM), without a hit: at the highest dose activity change, negative = inhibition, hits mostly inhibitors. 410,000 compounds, 0.21% hits. AID 624170, 2012; note: potency is the fitted concentration of half-maximal effect; % is set by controls: 0 for no effect and ±100 for the full control effect
#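 Read-out is an Amplex red fluorescence increase coupled through glutamate oxidase and HRP, measured before and after 30 min room-temperature incubation. hKGA is in 45 mM KH2PO4 (pH 8.2) with 0.02% Tween-20; glutamine added as 1mM solution.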
# HP1b binding inh – HTS for Inhibitors of HP1-beta Chromodomain Interactions with Methylated Histone Tails | Chromobox protein homolog 1 (Homo sapiens), P83916 | AlphaScreen HP1-beta / biotin-H3K9me3 peptide binding | Potency, µM (doses to about 114 µM), for the others: top-dose activity change, negative = inhibition, hits mostly inhibitors | 390,000 compounds, 0.56% hits; note: potency is the fitted concentration of half-maximal effect; nearly all actives have a fitted effect of over 70% in size; inactives centre near 23
#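 HP1-beta protein (50 nM final) preincubated 30 min at room temperature with biotinylated H3(1-18)K9me3 peptide (50 nM) in PBS pH 7.4, 0.01% Tween-20, then compound added for 30 min. AlphaScreen streptavidin donor/nickel chelate acceptor beads (10 ug/mL final), 30 min dark, luminescence read.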
# PGK inhibitor – qHTS Assay to Find Inhibitors of Phosphoglycerate Kinase | Phosphoglycerate kinase, glycosomal (Trypanosoma brucei brucei), P07378 | PGK/GAPDH coupled, Kinase-Glo luminescence, 60 min | Potency, µM (highest dose often 57.5 µM), without a hit: at the top dose activity change, negative = inhibition, usual class: inhibitors | 380,000 compounds, 0.043% hits | AID 602233, 2012; note: potency is the fitted concentration of half-maximal effect; % is set by controls: 0 for no effect and ±100 for the full control effect; nearly all actives have a fitted effect of over 60% in size
#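 Luminescent ATP detection (Kinase-Glo Plus) follows a 60-minute room-temperature incubation, with wells lacking PGK as controls. Buffer: 100 mM TEA (pH 7.6), 5 mM MgCl2, 0.01% Tween-20. Coupling enzyme GAPDH (100 nM final) supplies unstable 1,3-BPG in-well.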
# Pin1 inh – qHTS Assay to Find Inhibitors of Pin1 | AID 504891, 2011 | Pin1 FP peptide displacement, HiFluor488, 10 min | Peptidyl-prolyl cis-trans isomerase NIMA-interacting 1 (Homo sapiens), Q13526 | 390,000 compounds, 0.009% hits | Potency, µM (doses to about 115 µM), for inactives: top-dose activity, negative = inhibition, most hits filed as inhibitors; active = well fitted inhibition curve with a large enough effect in the polarisation, with a control signal flat, not every such curve was filed as active; inconclusive = small, poorly fitted or top-dose-only effect, or effect the other way, or a change in a side signal; inactive = no such curve, though single readings can be large or run the other way; the % refers to the polarisation; note: potency is the fitted concentration of half-maximal effect; % is set by controls: 0 for no effect and ±100 for the full control effect
# G9a inh – qHTS Assay for Inhibitors of Histone Lysine Methyltransferase G9a; 350,000 compounds, 8.8% hits; Potency, µM (doses to about 102 µM), without a hit: top-dose activity, negative = inhibition, most hits filed as inhibitors; G9a H3K9 monomethylation, AlphaScreen, 2 h; note: potency is the fitted concentration of half-maximal effect; % is set by controls: 0 for no effect and ±100 for the full control effect; nearly all actives have a fitted effect of over 75% in size
#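 AlphaScreen detection with an anti-monomethyl H3K9 antibody quantified product after a 2 h room-temperature reaction containing 500 nM biotinylated H3K9 peptide, 20 µM SAM and 20 nM enzyme, which had been preincubated 15 min with compound.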
# ERG Ets-DNA blk – qHTS for Small Molecule Inhibitors of the ERG Ets/DNA interaction. Potency, µM (top dose mostly 76.9 µM), inactives show top-dose FP activity, negative = inhibition, actives largely listed as inhibitors. Transcriptional regulator ERG (Homo sapiens), P11308. 370,000 compounds, 0.028% hits. fluorescence polarization, His-ERG Ets domain / labelled DNA. AID 624246, 2012; active = well fitted inhibition curve with a large enough effect in the polarisation, with a control signal flat; inconclusive = small, poorly fitted or top-dose-only effect, or effect the other way, or a change in a side signal; inactive = no such curve, though single readings can be large or run the other way; the % refers to the polarisation;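 note: polarization taken with two DNA probes labelled with fluorescein and Texas red; potency is the fitted concentration of half-maximal effect; % of control where 0% means no effect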
#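 His-tagged ERG Ets domain (1 uM in the protein solution; 300mM KCl, 50mM Tris-HCl, 1mM EDTA, 1mM DTT, pH 7.5) received compound, then a probe mix of 5 nM fluorescein-DNA and 100nM Texas-615-DNA. Fluorescence polarization was read for both dyes.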
# JMJD2A Tudor – qHTS Assay for Inhibitors of JMJD2A-Tudor Domain. Lysine-specific demethylase 4A (Homo sapiens), O75164. AlphaScreen JMJD2A-Tudor / H3K4me3 peptide binding. Potency, µM (titrated, usually from 114 µM), without a hit: top-dose activity change, negative = inhibition, usual class: inhibitors. 390,000 compounds, 4.4% hits. AID 504339, 2011; note: potency is the fitted concentration of half-maximal effect; % is set by controls: 0 for no effect and ±100 for the full control effect; nearly all actives have a fitted effect of over 50% in size
# BAZ2B block – qHTS Assay for Inhibitors of BAZ2B; AlphaScreen BAZ2B-H3K14Ac peptide displacement; Potency, µM (doses to about 114 µM), without a hit: top-dose activity change, negative = inhibition, usual class: inhibitors; 360,000 compounds, 4.4% hits; AID 504333, 2011; note: potency is the fitted concentration of half-maximal effect; % is set by controls: 0 for no effect and ±100 for the full control effect; nearly all actives have a fitted effect of over 60% in size
#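 Multi-concentration screen (max 110 uM) measuring displacement of acetylated histone H3 peptide from BAZ2B by AlphaScreen, using 50 nM protein, 50 nM peptide and 10 ug/mL streptavidin donor plus Ni-chelate acceptor beads.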
# * hit, by the source's call; i = inactive; ? = inconclusive; . = not tested or not shown; & = joins results of further samples; [ ] = dose if it differs, or a comment. Unless noted, calls come from the whole dose curve; as a rule, active = well fitted curve in the direction sought with a large enough effect; inconclusive = small, poorly fitted or top-dose-only effect, or another doubt; inactive = no such curve, though single readings can be large; an effect the other way counts as inactive or inconclusive.
item	canonical_smiles	G9a inh	JMJD2A Tudor	GLS inh	HP1b binding inh	PGK inhibitor	Pin1 inh	PI4K2A inh	ERG Ets-DNA blk	BAZ2B block
1	CC(=O)Oc1ccc(C)cc1N1C(=O)c2ccc(C(=O)O)cc2C1=O	42%[59 µM]	3%	-15%	38%	-6%	-5%	7	-6%	7%
2	C#CCN1C(=O)C(O)(CC(=O)c2ccc3c(c2)OCCO3)c2ccccc21 (stereo unspecified)	11%	-6%	3%	31%	-4%	2%	-2	3%	2%
3	O=C(COC(=O)c1cncc(Br)c1)Nc1nnc(-c2ccccc2)o1	.	50µM*	-13%	25%	-12%	-9%	-10	7%	.
4	O=C(OCC(=O)N1CCN(C(=O)c2ccco2)CC1)c1cccc(F)c1	-6%[59 µM]	-7%	4%	29%	1%	-4%	3	-13%	10%
5	COc1cc(C)ccc1OCc1cc(C(=O)N2C[C@H]3CC[C@H]2C3)no1	.	2%	-7%	33%[activator]	5%	-8%	3	-9%	-8%
6	COC(=O)c1ccc2ccccc2c1OC1OC(CO)C(O)C(O)C1NC(C)=O (stereo unspecified)	59%[activator]	33%	-1%	68%[activator]	i	0%	1	14%	64%[activator]
7	O=C(COC(=O)CCCN1C(=O)c2ccccc2C1=O)Nc1cc(Cl)cc(Cl)c1	19%	1%	-3%	37%	-1%	45%[activator]	-1	6%	2%
8	N#CCC(=O)Nc1ccc(C(=O)OCC(=O)NCc2ccc3c(c2)OCO3)cc1	-30%[12.7 µM]	-8%	-1%	22%	-4%	32%[activator]	-3	3%	-22%
9	CC1(C)COC(c2cc([N+](=O)[O-])ccc2Cl)=N1	3%[59 µM]	-15%	5%	4%	-6%	2%	4	0%	5%
10	COc1cccc2sc3cc(C#CC4(O)CCCCC4)ccc3c(=O)c12	.	?	-2%	46%	-9%	-16%	-6	15%	.
11	CC1CCC(C(C)C)C(OC(=O)Cn2c(-c3ccc(Br)cc3)[n+](C)c3ccccc32)C1 (stereo unspecified)	?	-11%[11.4 µM]	-16%&-4%	29%&9%	5%&-1%	-5%&1%	-3&-3	1%&-6%	?
12	Cc1noc(C)c1NC(=O)Nc1ccc2c(c1)CC(=O)N([C@@H](C)CO)C[C@@H](C)[C@@H](CN(C)C(=O)Nc1cccc3ccccc13)O2	.	-30%	6%	44%[activator]	2%	3%	1	-6%	.
13	COc1ccccc1CNC(=O)c1ccc(C)c(-n2cnc3cccnc32)c1	-9%[59 µM]	3%	5%	28%	-10%	4%	2	-1%	-14%
14	CCOc1ccc(CCNC(=O)COC(=O)c2cc(=O)[nH]c3ccccc23)cc1OCC	9%[0.501 µM]	-18%	2%	10%	i	1%	-1	4%	9%
15	COc1cc(/C=N/NC(=S)NCCN2CCOCC2)ccc1O	36%[activator][59 µM]	-2%	2%	25%	-11%	2%	8	-1%	-8%
16	COc1ccccc1/C=C(\NC(=O)c1ccc(OC)c(OC)c1)C(=O)Nc1cc([N+](=O)[O-])ccc1C	27%[59 µM]	-12%	8%	41%[activator]	1%	1%	-4	-14%	8%
17	CC(=O)Nc1ccc(C(=O)NC2CCSc3ccccc32)cc1 (stereo unspecified)	14µM*	-22%	0%	26%	i	3%	-1	-9%	-10%
18	CCOCC(=O)Nc1cccc(OC)c1	12%[59 µM]	2%	5%	6%	-10%	-1%	-6	-11%	-3%
19	O=C(COc1ccccc1Cl)N1N=C(c2cccs2)CC1c1ccco1 (stereo unspecified)	-17%[12.7 µM]	-20%	-2%	14%	-10%	16%	-17	5%	-12%
20	COc1cccc(-n2cc(CNC(=O)C3CCC(=O)N(C4CC4)C3)cn2)c1 (stereo unspecified)	-22%	-8%	-4%	43%[activator]	8%	-3%	5	-4%	-5%
21	CCN(CC)C(=O)CSc1nc2ccccc2c(=O)n1CCC(=O)NCCc1ccc(OC)c(OC)c1	-6%[59 µM]	0%	-5%	20%	-5%	-4%	4	5%	-9%
22	CSCC[C@H](NC(=O)OC(C)(C)C)C(=O)NCC1CCC(C(=O)O)CC1 (stereo partly specified)	-1%	3%[11.4 µM]	-9%	26%	-18%	-7%	0	7%	-1%
23	CC1(C)CC(N(Cc2ccccc2)C(=O)Cc2ccccc2)CCO1 (stereo unspecified)	4%	10%	-8%	47%[activator]	-2%	-7%	1	1%	2%
24	Cc1ccc(S(=O)(=O)Nc2ccc(Cl)cc2)cc1NC(=O)c1cc2c(s1)CCCC2	8%[59 µM]	-20%	-1%	13%	2%	23%	5	1%	-6%
25	Cc1ccccc1Nc1c(-c2ccc(N3CCOCC3)cc2)nc2ncccn12	20%&-29%[59 µM]	-12%&-24%	10%&-1%	24%&13%	-5%&-6%	2%&10%	1&-1	17%&1%	?
26	Cc1ccc(S(=O)(=O)Nc2ccccc2C(=O)N2CCCC2)cc1	35%[activator]	-13%	0%	29%	-1%	-8%	-2	-7%	-22%
27	CC(=O)c1ccc(Sc2ccccc2N)c([N+](=O)[O-])c1	45µM*	?	0%	-22%	0%	-6%	-6	0%	?
28	O=C(CN1C(=O)c2ccccc2S1(=O)=O)N1CCN(c2ccccc2F)CC1	-3%[59 µM]	2%	-2%	24%	5%	-7%	6	5%	15%
29	Cc1cc(NC(=O)COC(=O)CNS(=O)(=O)c2c(F)cc(F)cc2Br)no1	.	1%	-5%	21%[57 µM]	3%	0%	-3	9%	.
30	CSc1nc(N)c2c(n1)OC(N)=C(C#N)C2c1cccnc1 (stereo unspecified)	-2%	-9%	21%	29%	-3%	-1%	-1	0%	-18%
31	CCOC(=O)C1=C(C)N(C[C@@H]2CC[C@@H](Cc3ccc(-c4ccccc4)cc3)O2)C(=O)NC1c1ccc([N+](=O)[O-])cc1 (stereo partly specified)	.	-27%	-13%	12%	-1%	3%	-2	?	.
32	CCC(C)NC(=O)c1ccc2c(SCC(=O)O)c3c(nc2c1)CCCC3 (stereo unspecified)	?	3%	3%	26%	2%	-5%	0	0%	6%
33	O=C1CSC(=Nc2ccc(Cl)cc2)N1	.	-11%	1%	41%[activator]	-7%	21%	-1	-2%	-25%
34	COC(=O)c1ccccc1NC(=O)CSc1nnnn1C1CCCCC1	-43%	6%[57.1 µM]	-6%	71%[activator]	i	-4%	0	3%	3%
35	CCOc1cc(C(c2c(C)[nH][nH]c2=O)c2c(C)[nH][nH]c2=O)ccc1O	?	-17%	-3%	19%	-1%	-2%	-7	5%	-27%
36	COc1ccccc1C(=O)C1CCCN(C(=O)c2cccc(-n3cccn3)c2)C1 (stereo unspecified)	-10%	-6%	3%	28%	-7%	-6%	-9	0%	-38%
37	Cc1cc(C)c2c(CC(=O)Nc3ccc(Cl)cn3)coc2c1	-6%[59 µM]	-16%[57.1 µM]	13%	14%	5%	1%	-6	-4%	12%
38	CCc1nc(SCC(=O)Nc2ccc(NC(C)=O)cc2)n[nH]1	9%[59 µM]	-10%	-6%	4%	-5%	-7%	1	4%	1%
39	CCS(=O)(=O)c1ccc2oc(Nc3ccccc3Cl)nc2c1	-8%	-6%	11%	11%	-18%	4%	-16	12%	-6%
40	CCOC(=O)c1sc(NC(C)=O)nc1C	?	-13%	9%	?	-3%	12%	-4	.	1%
41	O=S(=O)(Nc1nccs1)c1ccc(Br)cc1	2%	-8%	10%	-13%	-8%	-3%	-3	-1%	-25%
42	COc1ccc(NS(=O)(=O)c2cccc(C(=O)N3CCN(S(=O)(=O)c4ccccc4)CC3)c2)cc1	.	-21%	10%	22%	i	-3%	0	10%	.
43	CN1C(=O)/C(=C\C(=O)c2cccs2)c2ccccc21	20µM*	50µM*	4%	45µM*	-7%	-10%	7	6%	20µM*
44	COC(=O)CCC(=O)N1CCCC(N2CCN(c3cccc(C(F)(F)F)c3)CC2)C1 (stereo unspecified)	-8%	-1%	6%	29%	-2%	-1%	-2	0%	7%
45	O=C(NCCC1CCCCN1S(=O)(=O)c1ccccc1)C(=O)Nc1ccc(F)cc1 (stereo unspecified)	7%[0.501 µM]	-18%	1%	17%	-2%	0%	3	-5%	-6%
46	CCN(C(=O)CSc1nnnn1C)C1CCS(=O)(=O)C1 (stereo unspecified)	?	7%	-3%	43%[activator]	-5%	5%	1	-5%	3%
47	CC(C)(C)c1cc(NC(=O)c2ccc(OC3CCCC3)cc2)no1	8%[59 µM]	-16%	2%	18%	-9%	0%	2	-2%	15%
48	CC1CCCN(C(=O)Cn2c(-c3nonc3N)nc3ccccc32)C1 (stereo unspecified)	-1%[2.33 µM]	-21%	0%	32%	-1%	-4%	-2	-16%	3%
49	O=C(Nc1ccc2nc(SCc3ccc(Cl)cc3)sc2c1)c1ccccc1C(=O)N1CCOCC1	13%[12.7 µM]	-17%	-1%	26%	-14%	11%	3	5%	-33%

# Screens (PubChem BioAssay)
